Screens: PubChem, National Center for Advancing Translational Sciences (NCATS)
Luc counter – blocks Kinase-Glo luciferase, a counter-screen artifact; Kinase-Glo luciferase, ATP luminescence, 8 min; actives 0.28% (n = 200,000); Potency, µM (top dose mostly 38.3 µM), inactives show at the highest dose activity change, negative = inhibition, hits mostly inhibitors; Q27757; AID 1379; further: potency means the concentration at half of the fitted maximal effect; on the % scale 0 is the no-effect control and ±100 the full control effect; nearly all actives have a fitted effect of over 60% in size
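Compounds were added to a substrate mix at pH 7.2 (50 mM imidazole, 10 uM ATP, within the enzyme's linear range), followed by Kinase-Glo detection reagent; luminescence was measured after 8 minutes at ambient temperature.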
Epigenetic reg – derepresses silenced GFP reporter in murine cells | murine LDR cells, GFP reporter derepression, 30 h | Potency, µM (highest dose often 53.9 µM), for inactives: at the highest dose GFP activation, hits mostly activators | actives 0.2% (n = 280,000); further: potency means the concentration at half of the fitted maximal effect; % of control where 0% means no effect; nearly all actives have a fitted effect of over 60% in size
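Derepression of a silenced CMV-GFP reporter in murine LDR cells is scored by enumerating GFP-positive cells with a laser-scanning microplate cytometer after 30 hours of treatment at 37 C.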
IMPase Li inh – cell-permeable IMPase inhibitors with lithium potentiation; CHO-M1 cells, IP1 TR-FRET (IP-One), carbachol + lithium; Potency, µM (titrated, usually from 59.4 µM), inactives show at the highest dose activity, negative = IMPase inhibition, usual class: inhibitors; actives 0.35% (n = 210,000);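 further: IP1 builds up when IMPase is blocked and the TR-FRET signal falls; potency means the concentration at half of the fitted maximal effect; plate controls were basal vehicle for no effect and high inhibitor control for full effect; nearly all actives have a fitted effect of over 50% in size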
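Readout is a homogeneous TR-FRET IP1 immunoassay (Ex 320, Em 665 and 620), where raised cytosolic IP1 lowers signal. Cells were CHO-M1 treated 30 min at 37C with test compounds plus a little lithium; AC50 values came from Hill-equation fitting.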
Lamin A splicing – modulators of lamin A splicing; Potency, µM (highest dose often 46.1 µM), for the others: top-dose ratio change, negative = inhibition, usual class: inhibitors; actives 0.01% (n = 200,000); HeLa LMNA splicing GFP/RFP minigene ratio, 48 h; active means well fitted inhibition curve with a large enough effect in the signal ratio, with a control signal flat, not every such curve was filed as active; inconclusive means small, poorly fitted or top-dose-only effect, or effect the other way, or a change in a side signal; the % refers to the signal ratio; further: potency means the concentration at half of the fitted maximal effect; on the % scale 0 is the no-effect control and ±100 the full control effect
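Read-out is the ratio of GFP to DsRed2 object intensity, acquired by 488 nm laser-scanning cytometry on HeLa lamin A-EGFP minigene reporter cells. Compound incubation 48 hrs at 37 °C in Opti-MEM with 2% FBS; DMSO 0.5% final.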
CBFb-RUNX1 inh – CBF-beta/RUNX1 interaction disruption | Potency, µM (titrated, usually from 59.8 µM), inactives show top-dose activity, negative = inhibition, hits mostly inhibitors | 230,000 tested, under 10 active | AID 1477 | AlphaScreen CBFb-His/RUNX1-biotin binding, biochemical; further: % of control where 0% means no effect
Target sequence (Q01196 whole entry, looked up): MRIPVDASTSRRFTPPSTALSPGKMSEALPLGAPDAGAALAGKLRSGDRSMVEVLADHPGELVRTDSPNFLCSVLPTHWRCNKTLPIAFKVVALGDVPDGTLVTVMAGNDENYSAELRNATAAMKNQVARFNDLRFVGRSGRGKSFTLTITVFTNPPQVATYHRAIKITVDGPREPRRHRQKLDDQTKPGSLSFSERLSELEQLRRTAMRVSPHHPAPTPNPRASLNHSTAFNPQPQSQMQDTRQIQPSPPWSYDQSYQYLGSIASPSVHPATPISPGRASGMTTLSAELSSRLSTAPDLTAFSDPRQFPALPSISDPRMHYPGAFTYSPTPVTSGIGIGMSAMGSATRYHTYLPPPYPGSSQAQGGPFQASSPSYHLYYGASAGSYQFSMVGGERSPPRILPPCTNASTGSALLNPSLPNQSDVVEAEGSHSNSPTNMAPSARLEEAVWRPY
Target sequence (Q13951 whole entry, looked up): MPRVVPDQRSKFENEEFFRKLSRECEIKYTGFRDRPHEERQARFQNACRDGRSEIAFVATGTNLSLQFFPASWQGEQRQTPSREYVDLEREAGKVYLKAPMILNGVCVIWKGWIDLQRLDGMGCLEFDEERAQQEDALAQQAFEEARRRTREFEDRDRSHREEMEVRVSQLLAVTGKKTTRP
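His-tagged CBF-beta and biotinylated RUNX1 (30 nM each) were premixed 20 min at room temperature, exposed to compound for 15 min, then given nickel-chelate and streptavidin AlphaScreen beads (50 ng each). After 90 min, AlphaScreen signal was read.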
NPSR antag – neuropeptide S receptor (human) antagonism, cAMP; Q6W5P4; CHO-NPSR cells, cAMP TR-FRET, antagonist mode; AID 1461; Potency, µM (titrated, usually from 38.3 µM), for inactives: at the top dose activity change, negative = inhibition, hits mostly inhibitors; actives 1% (n = 220,000); further: potency means the concentration at half of the fitted maximal effect; on the % scale 0 is the no-effect control and ±100 the full control effect; nearly all actives have a fitted effect of over 50% in size; many of its hits are not listed in these tables
Target sequence (Q6W5P4 whole entry, looked up): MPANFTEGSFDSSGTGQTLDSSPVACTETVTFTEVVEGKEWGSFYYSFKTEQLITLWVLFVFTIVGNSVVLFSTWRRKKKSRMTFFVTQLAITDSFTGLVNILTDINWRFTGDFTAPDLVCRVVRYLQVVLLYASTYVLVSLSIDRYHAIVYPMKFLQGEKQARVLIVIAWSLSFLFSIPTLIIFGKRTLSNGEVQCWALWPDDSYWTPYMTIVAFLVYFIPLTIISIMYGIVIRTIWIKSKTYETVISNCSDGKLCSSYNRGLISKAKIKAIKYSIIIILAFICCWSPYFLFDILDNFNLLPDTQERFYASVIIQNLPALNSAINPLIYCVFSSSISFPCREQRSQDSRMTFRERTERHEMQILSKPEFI
HttQ103 aggreg – mutant huntingtin aggregation inhibition; Potency, µM (highest dose often 46.1 µM), inactives show at the top dose activity change, negative = inhibition, usual class: inhibitors; PC12 HttQ103-GFP aggregates, Acumen cytometry, 40 h; actives 1.1% (n = 220,000); further: potency means the concentration at half of the fitted maximal effect; on the % scale 0 is the no-effect control and ±100 the full control effect; nearly all actives have a fitted effect of over 60% in size
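Ecdysone-promoter PC12 model expressing HTT exon 1 Q103 fused to GFP, induced by tebufenozide at 100 nM final. Compounds titrated; aggregates sized 1–25 µm scored on a 488 nm laser cytometer.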
Numbers without * were called inactive; ? = inconclusive; · = no result given; & = joins results of further samples; [ ] = another dose, or the depositor's remark. Unless noted, the call rests on the fitted dose curve; in most records, active means well fitted curve in the direction sought with a large enough effect; inconclusive means small, poorly fitted or top-dose-only effect, or another doubt; inactive means no such curve, though single readings can be large; an effect the other way counts as inactive or inconclusive.

SMILES	Luc counter	Epigenetic reg	IMPase Li inh	Lamin A splicing	CBFb-RUNX1 inh	NPSR antag	HttQ103 aggreg
CCN(CC)c1c2c(c(C#N)c3nc4ccccc4n13)CCC2	1%	-0.8%	1%	-10%	3%	-8%[46.1 µM]	-17%
CCCOc1ccc(-c2nnc(N)s2)cc1	-4%	-2.0%	22%[38.3 µM]	14%	4%	-4%[46.1 µM]	12%
Cc1ccc(Nc2nc(N)nc(CSCCO)n2)cc1	0%	-1.1%	-2%[38.3 µM]	4%	6%	2%[46.1 µM]	16%
N#Cc1cnn2c3c(cnc12)C(=O)N1CCc2ccccc2C1C3 (configuration not stated)	1%	?	17%	7%[46 µM]	0%	-20%	11%
CCOC(=O)C1CCCN(C(=O)CCn2nc(-c3ccccc3)ccc2=O)C1 (configuration not stated)	0%	-2.3%	-3%[38.3 µM]	23%	-3%	-18%[46.1 µM]	2%
Cc1[nH]c(=S)c(C#N)c(C)c1Cc1ccc(Cl)cc1Cl	·	0.0%	·	·	2%	22%	-7%[9.22 µM]
COc1cccc(CNC(=O)CCC2CCCN(Cc3cc4ccccc4o3)C2)c1 (configuration not stated)	-2%	-2.7%	24%	9%[46 µM]	6%	-11%	1%[9.22 µM]
Cn1c(=O)[nH]c(=O)c2c1nc(CN1CCOCC1)n2Cc1ccccc1	-9%	-2.3%	23%[38.3 µM]	4%	0%	-10%[46.1 µM]	3%
Cc1cc(SC(C)C(=O)O)nc2ccccc12 (configuration not stated)	1%	15%	?	-3%[46 µM]	1%	42%	2%[9.22 µM]
CCCCNC(=O)C1CC(c2c(Cl)cccc2Cl)=NO1 (configuration not stated)	-4%	-1.1%	5%[38.3 µM]	?	4%	-6%[46.1 µM]	-20%
COc1ccc(CNC(=O)CN(C(=O)Cn2nnc(-c3ccccc3F)n2)c2ccc(C)cc2)cc1	-1%	-8.9%	12%	·	7%	20%	7%[9.22 µM]
CC1(C)Cc2c(c(N3CCOCC3)nc3sc4c(NCc5ccccc5)nnnc4c23)CS1	-1%	-0.7%	17%[38.3 µM]	5%	-3%	0%[46.1 µM]	4%
CCCN(CCC)CCNC(=O)CS(=O)Cc1nc(-c2ccc(C)cc2)oc1C (configuration not stated)	-3%	0.0%	0%[38.3 µM]	-10%	-2%	3%[46.1 µM]	-1%
O=C(CCN1C(=O)c2ccncc2C1=O)Nc1cc(F)ccc1F	0%	1.1%	8%	·	2%	12%	-10%
C/C=N/NC(=O)CCCC(=O)N/N=C/C	0%	1.3%	-7%	·	-4%	2%	-4%
CCOC(=O)Cc1csc(NC(=O)CSc2ccc(Br)cc2)n1	-3%	0.0%	5%	11%	3%	-7%	-6%
Cc1csc(=Nc2cccnc2)n1Cc1ccco1	1%	2.6%	6%	20%[46 µM]	-13%	-8%	-9%
CCOC(=O)/C(=N\Nc1ccccc1)c1csc(Nc2ccc(C)cc2)n1	1%	0.0%	39%[38.3 µM]	0%	-6%	-25%[46.1 µM]	8%
COc1ccc(S(=O)(=O)Nc2cc(C(=O)NC(C)C)ccc2N2CCOCC2)cc1	0%	2.1%	44%[activator][38.3 µM]	?	-5%	-3%[46.1 µM]	-5%
CC(=O)Nc1ccc(NC(=O)C(C)OC(=O)CCC(=O)c2ccc(F)cc2)cc1 (configuration not stated)	-1%	0.1%	4%[38.3 µM]	1%	4%	-11%[46.1 µM]	-6%
CC(NC(=O)C1CCCC1)c1ccc2c(c1)OCCO2 (configuration not stated)	-1%	-0.9%	-8%[38.3 µM]	6%	6%	2%[46.1 µM]	?
Cc1ccc(C)n1-n1cnc2sc3c(c2c1=O)CCCCC3	17%	-0.8%	70%[activator][38.3 µM]	-3%	-2%	-16%[46.1 µM]	12%
O=C(OCN1C(=O)c2ccccc2C1=O)c1ccco1	11%	-2.4%	-6%[38.3 µM]	0%	-2%	4%[46.1 µM]	-1%
C[C@@]12CCC=C[C@H]1[C@H](c1ccc3ccccc3c1/C=C/c1ccccc1)N(Cc1ccccc1)C2=O	·	9.6%	·	·	4%	-48%	16%[9.22 µM]
COC(=O)c1ccc(CSc2ncnc3sc(C)c(C)c23)o1	-2%	-1.0%	32%[activator][38.3 µM]	-3%	1%	-15%[46.1 µM]	9%
N#Cc1ccccc1Cn1c(=O)n(Cc2ccc(C(=O)NCc3ccco3)cc2)c(=O)c2sccc21	1%	0.0%	8%	13%	-13%	-13%	2%
CCOC(=O)C1CCCN(S(=O)(=O)c2cn(C)c(=O)n(C)c2=O)C1 (configuration not stated)	2%	-1.0%	15%[38.3 µM]	1%	-1%	-9%[46.1 µM]	-6%
COc1ccc([N+](=O)[O-])cc1/C=N/NC(=O)c1nonc1N	2%	1.1%	2%	-22%[46 µM]	-6%	-5%	18%
O=S(=O)(Nc1ncccn1)c1ccc(NS(=O)(=O)c2cccc(Cl)c2Cl)cc1	1%	-0.4%	-1%	9%[46 µM]	-2%	-4%	-2%
CCn1c2ccccc2c2cc(/C=N/O)ccc21	1%	-0.4%	-7%	4%[46 µM]	8%	9%	?

Brought forward from above: two entries, then new ones.
SMILES	Luc counter	Epigenetic reg	IMPase Li inh	Lamin A splicing	CBFb-RUNX1 inh	NPSR antag	HttQ103 aggreg
O=S(=O)(Nc1ncccn1)c1ccc(NS(=O)(=O)c2cccc(Cl)c2Cl)cc1	1%	-0.4%	-1%	9%[46 µM]	-2%	-4%	-2%
CCn1c2ccccc2c2cc(/C=N/O)ccc21	1%	-0.4%	-7%	4%[46 µM]	8%	9%	?
CN1CCN(S(=O)(=O)c2ccc(NC(=O)c3ccco3)cc2)CC1	12%	-2.9%	-14%[38.3 µM]	2%	-1%	-9%[46.1 µM]	11%
COc1ccc2nc(/C=N/NC(=O)CCCCCNC(=O)OC(C)(C)C)ccc2c1	·	-3.0%	·	·	-4%	-7%	-10%[9.22 µM]
O=C(CSc1nnc(-c2ccco2)c(-c2ccco2)n1)c1ccccc1	2%	1.1%	0%	7%[46 µM]	3%	5%	18%[9.22 µM]
Cc1ccc(S(=O)(=O)CCC(=O)OCC(=O)Nc2ncc(Cl)cc2Cl)cc1	0%	-1.0%	11%[38.3 µM]	10%	7%	-1%[46.1 µM]	?
COC(=O)C1=C(N)Oc2cc(C)n(CCN3CCOCC3)c(=O)c2C1c1cccnc1 (configuration not stated)	-5%	-2.5%	0%[38.3 µM]	?	3%	-13%[46.1 µM]	-4%
O=c1[nH]c2ccc(Cl)cc2c(-c2ccccc2)c1CN1CCOCC1	0%	1.5%	5%[38.3 µM]	-1%	3%	9%[7.67 µM]	4%
CCSc1nnc(NC(=O)CSc2nc3c(c(=O)n2-c2ccccc2)SCC3)s1	1%	0.0%	0%	3%	-4%	-5%[46.1 µM]	-24%
CCCCCCSc1nsc(NC(C)=O)n1	-2%	-3.5%	-2%[38.3 µM]	?	16%	-4%[46.1 µM]	-15%
O=C(Nc1cccc(OC(=O)c2cccnc2)c1)c1cccnc1	0%	-1.6%	-6%[38.3 µM]	28%	0%	-5%[46.1 µM]	27%
N#C/C(=C\c1ccc(Cl)cc1)C(=O)Nc1cccnc1	·	2.8%	·	·	-1%	1%	-2%[9.22 µM]
CCn1cc(C(=O)O)c(=O)c2cc(F)c(N3CCN(C(=S)NC(=O)c4cccc(F)c4)CC3)cc21	·	-2.6%	·	·	-1%	-2%	-25%[9.22 µM]
CCN(CC(=O)NC1CCS(=O)(=O)C1)S(=O)(=O)c1ccccc1 (configuration not stated)	-4%	-0.9%	4%	-16%	-8%	6%	-5%
COc1cccc(-c2nn(-c3ccccc3)cc2CO)c1	5%	-1.6%	0%[38.3 µM]	1%	4%	-6%[46.1 µM]	-5%
CC1=C(C(=O)OCc2ccc3c(c2)OCO3)C(c2ccc(O)c([N+](=O)[O-])c2)NC(=O)N1 (configuration not stated)	1%	-4.2%	0%	·	3%	-24%	7.1µM*
CN(C)C1(CNC(=S)Nc2ccccc2C(F)(F)F)CCCCC1	·	-0.3%	-8%	·	5%	2%	12%
CCOc1ccc(C(=O)NCCO)cc1	1%	-2.3%	-4%	-8%[46 µM]	6%	7%	21%
COc1nc(-c2ccc(Cl)cc2)ccc1-c1noc(-c2cccs2)n1	0%	-0.9%	-4%[38.3 µM]	-3%[0.0737 µM]	-1%	7%[46.1 µM]	11%
Cc1nn(-c2ccc(F)cc2)c2nc(N)c(C#N)c(-c3cccs3)c12	-2%	-13%	26%[38.3 µM]	0%	17%	-12%[46.1 µM]	4%
Cc1cc(=O)[nH]c(CN2CCOCC2)n1	-2%	0.9%	1%	0%[46 µM]	-2%	16%	-1%
O=C(Nc1cccnc1)Nc1ccc(Cl)cc1Cl	1%	-3.8%	-4%	-7%[46 µM]	-7%	-4%	-14%
Cc1ccc(C)c(/C(O)=C2\C(=O)C(=O)N(CCCn3ccnc3)C2c2cccnc2)c1 (configuration not stated)	4%	-0.1%	6%	-1%	-6%	5%	-4%
c1ccc(CN2CCN(c3ncccn3)CC2)nc1	15%	0.0%	6%[38.3 µM]	1%	2%	?	9%
COC(=O)C1=C(C)N(Cc2ccco2)C(=O)N[C@H]1c1ccc(Br)cc1	-1%&-1%	-0.3%&-1.9%	2%&1%	5%	-9%	-12%	-9%
O=C(CCn1nc(-c2ccc(Cl)cc2)ccc1=O)NCc1cccnc1	-5%	-0.2%	3%[38.3 µM]	2%	3%	7%[46.1 µM]	13%
COc1ccc(N(CC(=O)NCc2ccccc2)S(=O)(=O)c2c(C)nn(C)c2C)cc1	0%	-0.8%	6%[38.3 µM]	-2%	4%	-7%[46.1 µM]	6%
Cc1nc(NCc2ccccc2)c2nc(-c3ccccc3)n(CCN3CCCCC3)c2n1	-4%	10%	10%	·	1%	·	·
O=C(NCC1CCCO1)C1CCCN(S(=O)(=O)c2cccc3nsnc23)C1 (configuration not stated)	2%	-2.1%	15%[38.3 µM]	-1%	4%	-6%[46.1 µM]	5%
CC1(C)CC(=O)C(C=NCCN2CCNCC2)=C(O)C1	1%	-1.1%	2%	14%[46 µM]	2%	14%	·
Cc1csc(N2CCCC2=O)n1	-2%	0.0%	-5%	-11%[9.22 µM]	-2%	16%	-1%

These rows are one share of the data (hit frequency here may not be typical).
